High-throughput results deposited in PubChem by National Center for Advancing Translational Sciences (NCATS).
D2 antagonist: antagonists of human D2 dopamine receptor | P14416 | HEK293 TREx D2 cells, calcium flux, dopamine EC80 | inhibition, % at 10 µM | actives 2% (n = 340,000) | AID 485344; in the data active = inhibition above about 30%; note: 0% is about no effect
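Overnight-induced (tetracycline, 30 C) HEK293 T-REx cells carrying force-coupled D2 receive a no-wash calcium dye, then compound, then EC80 dopamine at 180 s; signals are read kinetically throughout.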
TRHR ag: activates the human TRH receptor; TRHR cells, calcium flux fluo-8, FDSS agonist mode; activation, % at 2 µM; actives 0.18% (n = 360,000); note: 0% is about no effect
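TRHR-expressing cells loaded with fluo-8 calcium dye; 23 nL library compound pin-transferred, kinetic FDSS fluorescence (Ex 480/Em 530) recorded about 180 s for agonist-induced calcium release, before a 10 nM TRH EC20 addition for potentiator mode.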
D1 antagonist: blocks dopamine activation of the human D1 receptor; HEK293 TREx D1 cells, calcium flux, dopamine EC80; stronger effect = lower value; activity change, negative = inhibition, % at 10 µM; actives 3.2% (n = 360,000); P21728; in the data active = activity change below about -30%; note: % is set by controls: 0 for no effect and ±100 for the full control effect
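Calcium flux readout: force-coupled, inducible Hek293 Trex D1 line, cells induced overnight at 30 C with tetracycline, dye-loaded 30–90 min at RT. Antagonism scored against EC80 dopamine challenge given 180 s after compound.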
D1 potentiator: enhances dopamine response at the human D1 receptor. HEK293 TREx D1 cells, calcium flux, dopamine EC20 potentiation. potentiation, % at 10 µM. actives 0.036% (n = 360,000); in the data active = potentiation above about 30%; note: 0% is about no effect
D2 PAM: positively modulates the human D2 dopamine receptor allosterically | P14416 | HEK293 T-REx D2, calcium flux, EC20 dopamine potentiation | potentiation, % at 10 µM | actives 0.34% (n = 340,000) | AID 485347;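 active = potentiation over 3 SD above the plate norm, cut at about 30% in these data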; note: 0% is about no effect
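Calcium flux readout, no-wash dye, 1 read/s. Inducible HEK293 Trex D2 line, overnight 30 C. Compound alone 180 s (agonist flags), then EC20 dopamine, another 180 s to score potentiation.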
TRHR PAM: allosteric enhancers of human TRH receptor; enhancement, % at 2 µM; P34981; actives 0.66% (n = 360,000); AID 493056; TRHR cells, fluo-8 calcium fluorescence, EC20 TRH enhancement; in the data active = enhancement above about 30%; note: 0% is about no effect
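TRHR-expressing cells loaded with fluo-8 calcium dye were read kinetically (ex 480/em 530) during compound addition, then stimulated with an EC20 of TRH (10 nM final). Enhancement of the Gq-mediated intracellular calcium response was scored.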
RXFP1 antag: antagonists of human relaxin receptor RXFP1 | HEK293-RXFP1, relaxin-stimulated cAMP HTRF, 30 min; stronger effect = lower value | activity change, negative = inhibition, % at 57.5 µM | actives 0.59% (n = 350,000) | AID 1259400;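 active = activity change of -60% or lower, but not beyond a set lower limit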; note: % is set by controls: 0 for no effect and ±100 for the full control effect
Target sequence (Q9HBX9 whole entry, looked up): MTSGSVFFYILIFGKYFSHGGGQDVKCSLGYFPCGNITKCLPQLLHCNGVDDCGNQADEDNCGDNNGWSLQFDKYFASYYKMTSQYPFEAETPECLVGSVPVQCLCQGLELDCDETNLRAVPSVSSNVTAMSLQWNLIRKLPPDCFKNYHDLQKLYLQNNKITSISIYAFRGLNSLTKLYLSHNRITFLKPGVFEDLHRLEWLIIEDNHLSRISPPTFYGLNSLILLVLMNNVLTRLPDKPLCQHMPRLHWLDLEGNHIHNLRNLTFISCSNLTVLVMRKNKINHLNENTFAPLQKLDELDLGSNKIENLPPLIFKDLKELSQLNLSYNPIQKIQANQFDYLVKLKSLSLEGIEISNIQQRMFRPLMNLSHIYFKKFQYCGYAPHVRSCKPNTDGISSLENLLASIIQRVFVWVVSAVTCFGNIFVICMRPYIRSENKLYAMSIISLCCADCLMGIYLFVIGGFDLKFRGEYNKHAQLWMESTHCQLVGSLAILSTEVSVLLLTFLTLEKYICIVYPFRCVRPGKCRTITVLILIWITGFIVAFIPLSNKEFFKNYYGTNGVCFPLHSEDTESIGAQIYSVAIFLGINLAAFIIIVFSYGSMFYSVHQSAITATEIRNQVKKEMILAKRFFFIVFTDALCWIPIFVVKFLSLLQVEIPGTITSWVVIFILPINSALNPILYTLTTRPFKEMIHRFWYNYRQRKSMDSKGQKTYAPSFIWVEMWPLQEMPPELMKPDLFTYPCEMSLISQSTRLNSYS
D1 ag: agonists of human D1 dopamine receptor | activation, % at 2 µM | HEK293 T-REx D1 cells, calcium flux, agonist mode | actives 1% (n = 360,000) | P21728; note: 0% is about no effect
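Inducible HEK293 T-REx D1 cells, force-coupled to calcium signalling, were plated at 4000 cells/well with tetracycline and held overnight at 30 C. After no-wash calcium dye loading, compound-evoked calcium rise over 180 s flagged agonists.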
D2 agonist: D2 dopamine receptor (human) agonism; P14416; HEK293 T-REx D2 cells, calcium flux agonist mode; activation, % at 2 µM; actives 0.53% (n = 340,000);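 active = activation over 3 SD above normal in the single-dose calcium agonist read, cut at about 30% in these data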; note: 0% is about no effect
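Tetracycline-induced HEK293 T-REx cells with force-coupled D2 receptor, plated overnight at 30 C, loaded with no-wash calcium dye. After a 10 s baseline, compound was pin-added and calcium flux read kinetically for 180 s; calcium rises flagged agonists.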
* marks the source's active call; other numbers are inactive results; . = no result given; & = joins results of further samples. Cut-off read from the data, not from the text of the source, unless noted: active = activation above about 30%; inactive = the rest.

Below each compound – D2 antagonist, TRHR ag, D1 antagonist, D1 potentiator, D2 PAM, TRHR PAM, RXFP1 antag, D1 ag, D2 agonist
> Cc1ccc(CNC(=O)CSc2nnc(C)c3c(C)n(-c4ccccc4)nc23)cc1
→ ., -0.5, 11, 1, 4, -3, -4, 1, -0.5
> CCOC(=O)[C@H]1[C@H]2COc3ccc(Cl)cc3[C@@H]2N2C(=O)c3ccc(C)cc3NC(=O)[C@@]12C
→ -6, -0.1, -8, -3, -9, -1, ., 3, -0.2
> COc1ccc(C(=O)NNC(=O)C2CCN(S(=O)(=O)c3ccc(C)cc3)CC2)cc1
→ 8, -0.4, -3, -1, -4, 8, 6, 3, 0.1
> COc1c(C)cccc1C(=O)Nc1ccc(-c2nc3ccccc3s2)c(Cl)c1
→ ., 0.9, -28, -4, 4, -11, -1, 4, .
> CCOC(=O)C1(CCOC)CCN(Cc2ccc(C3CCCCO3)s2)CC1 (stereo not drawn)
→ -6, 0.9, 8, 3, 4, 0, -4, 1, 2.5
> O=C(O)c1cnc(-c2ccccc2)nc1Sc1ccc(Cl)cc1
→ 4, -1.7, -3, -3, 16, 2, -6, 2, -0.4
> Cc1ccc(N=Cc2c(O)cc(C)oc2=O)c(C)c1
→ -15, 6.0, 0, -1, 7, 2, 1, 10, 4.0
> CCN(CCCNC(=O)CNC(=O)c1nn(-c2ccc(OC)cc2)c(=O)c2ccccc12)c1cccc(C)c1
→ 11, 0.5, 5, 1, 10, 5, -11, 1, 0.2
> Cc1c(/N=C(\[O-])Nc2ccc(Br)cc2)sn[n+]1C
→ ., 1.2, 3, 4, ., 8, -11, 3, .
> O=c1cc(N2CCCC2)c(-c2ccccc2)n[nH]1
→ 5, 0.0, -2, 7, -1, 5, 11, 1, -1.3
> CCc1ccccc1N(CC(=O)NC(C)(C)C)C(=O)CCC(=O)Nc1ccccn1
→ 11, -0.4, -10, 0, -1, -4, 6, 5, 0.3
> Cc1ccc(C(=O)NC(C(=O)OCc2cn3cc(Cl)ccc3n2)C(C)C)cc1 (stereo not drawn)
→ -25, 0.9, -19, -4, 9, 0, 4, 3, 2.6
> Cc1cccc2c(C(=O)O)c3c(nc12)CCCCC3
→ 12, 0.0, 5, -16, -16, -4, 3, 2, -0.9
> NC12CCc3c(no[n+]3[O-])C1(O)CC(c1ccccc1)=[N+]2[O-] (stereo not drawn)
→ 4, -0.7, 4, -1, 8, 2, -9, 2, 0.0
> Cc1nc(-c2ccc(F)cc2)c(CC(=O)N2CCN(S(=O)(=O)c3cccc(Cl)c3)CC2)s1
→ 34*, -0.6, -3, -1, -2, 0, 12, 3, -1.2
> CCn1c(Cc2ccc(OC)cc2)nnc1SCC(=O)NC1CCCCC1
→ 8, -0.3, -21, -3, -2, -1, 5, 2, 0.2
> COc1ccc(CCNC(=O)c2cc3c(=O)n4ccccc4nc3n(CCCN3CCOCC3)c2=N)cc1OC
→ -7, 0.1, 5, -1, 10, 9, 3, 0, 0.9
> CCCS(=O)(=O)N1CCCC(C(=O)NCC(OC)OC)C1 (stereo not drawn)
→ -11, 0.5, 29, -3, 6, -3, 0, -2, -0.8
> CCc1c(C)c2ccc(O)c(CN3CCN(c4ccccc4)CC3)c2oc1=O
→ ., -0.3, -2, 0, 4, 2, -8, 4, -0.8
> Cn1c(=O)c2c(nc(Cl)n2CCOc2ccccc2)n(C)c1=O
→ -9, 0.2, 0, 1, -5, 13, 9, 6, 1.0
> CN1C(=O)NC(c2cccc([N+](=O)[O-])c2)C2=C1CC(C)(C)CC2=O (stereo not drawn)
→ -4, 0.0, -4, -10, 8, 2, -5, 1, -0.5
> COc1cccc2sc(Nc3nnc(-c4ccccc4Cl)o3)nc12
→ 2, 11, -8, 3, -12, -1, ., 43*, 19
> O=C(c1ccccn1)c1cc2ccccc2n1S(=O)(=O)c1ccccc1
→ 20, -2.7, -10, -2, 0, -7, -9, 4, -1.0
> Cc1ccc(CC(=O)Nc2nccs2)cc1
→ -8, -0.2, -2, -1, -17, -8, 0, 2, 2.1
> Fc1ccc2c(c1)C(c1ccncc1)=NNC(c1ccc(Br)cc1)=N2
→ -3, -1.2, 1, -8, -1, 2, 10, -1, -1.3
> CCOC(=O)c1cccc(NC(=O)CSc2nnc(-c3cccnc3)n2C)c1
→ -4, -1.2, -9, -2, -8, -3, 1, -4, -0.6
> COc1ccccc1N1CCN(S(=O)(=O)c2ccc(-c3ccno3)cc2OC)CC1
→ ., -0.6, -7, -1, 2, 6, 3, -1, 0.5
> CC(=O)c1ccc(NC(=O)CSc2nccn2C2CCCC2)cc1
→ ., 0.0, -8, -4, 7, 4, -5, 7, 0.5
> CCC(=O)N(CCCN(C)C)c1nc(-c2cc(OC)ccc2OC)cs1
→ -5, -0.5, 8, -1, 16, 16, 4, 8, -0.7
> COc1ccccc1CNC(=O)C1CC(c2ccccc2F)=NO1 (stereo not drawn)
→ 16, -0.4, 21, -2, -1, -3, ., 9, -0.1
> CCc1ccc(NC(=O)c2sc(-n3nc(C)c(CCC(C)C)c3C)nc2C)cc1
→ ., 1.2, -10, -2, -1, -2, -13, 6, -1.6
> Cc1ccc(C(=O)CCC(=O)OCC(=O)Nc2ccccc2SCC#N)cc1
→ -16, 4.6, -14, -6, -10, -1, 5, 11, -0.1
> COc1cc(NC(=O)c2cc3c(CO)cnc(C)c3oc2=Nc2cccc(C(N)=O)c2)cc(OC)c1
→ -26, -0.2, 23, -3, -17, 4, 4, 5, 0.4
> CC1CCC(C(=O)NC(C(=O)Nc2ccccn2)C(C)C)CC1 (stereo not drawn)
→ 5, 1.4, -5, 0, 4, 15, 3, 0, 0.3
> CC1Cc2cc(S(=O)(=O)CCC(=O)NCc3ccco3)ccc2N1C(=O)C1CC1 (stereo not drawn)
→ 9, -0.1, -7, -3, 11, 3, 10, 4, -0.9
> CC(=O)Nc1ccc(N2Cc3ccccc3C2)cc1
→ -2, 1.1, 39, 0, 1, 7, 24, 3, 1.3
> COc1cc(OC)cc(-c2nc(-c3ccccc3OC)no2)c1
→ ., -0.7, 2, 2, 9, 7, -4, -2, -0.4
> CCn1c(=O)cc(SCC(=O)NCc2cccc(Cl)c2)c2ccccc21
→ ., -0.1, 0, 1, -12, -4, ., 1, .
> COCCn1c(C)cc(C(=O)COC(=O)c2ccc(N3CCCC3=O)cc2)c1C
→ -20, -0.3, 3, -6, 8, -3, -8, 2, -1.3
> CSCCC(NS(=O)(=O)c1ccccc1)C(=O)OCc1cc(=O)oc2cc(O)ccc12 (stereo not drawn)
→ -9, -0.1, -1, -3, 18, 7, 14, 5, -1.3
> Cc1ccc(NC(=O)c2cc3cc(OC(F)(F)F)ccc3[nH]2)cc1
→ 4, 0.5, -12, -8, 9, -2, 0, 0, -0.6
> Cc1cc(C)cc(NC(=O)COc2coc(CN3CCc4ccccc43)cc2=O)c1
→ -10, -0.5, 27, -3, -13, 7, -15, 1, -0.6
> COc1ccc(C(CNC(=O)c2ccc(Br)o2)N2CCN(C)CC2)cc1 (stereo not drawn)
→ -21, 0.5, 2, -4, 8, -2, -13, 1, -0.4
> Cc1ccccc1C(=O)NCC(c1ccco1)N1CCc2ccccc21 (stereo not drawn)
→ -18, 1.5, 2, -2, -3, -1, 13, 4, 1.0
> CC1CCc2c(sc(NC(=O)c3cccs3)c2C(=O)O)C1 (stereo not drawn)
→ -10, 0.7, 3, -1, 15, 12, -4, 1, 1.2

Taken from the results shown, 4 compounds:
Below each compound – D2 antagonist, TRHR ag, D1 antagonist, D1 potentiator, D2 PAM, TRHR PAM, RXFP1 antag, D1 ag, D2 agonist
> Cc1cc(C)cc(NC(=O)COc2coc(CN3CCc4ccccc43)cc2=O)c1
→ -10, -0.5, 27, -3, -13, 7, -15, 1, -0.6
> COc1ccc(C(CNC(=O)c2ccc(Br)o2)N2CCN(C)CC2)cc1 (stereo not drawn)
→ -21, 0.5, 2, -4, 8, -2, -13, 1, -0.4
> Cc1ccccc1C(=O)NCC(c1ccco1)N1CCc2ccccc21 (stereo not drawn)
→ -18, 1.5, 2, -2, -3, -1, 13, 4, 1.0
> CC1CCc2c(sc(NC(=O)c3cccs3)c2C(=O)O)C1 (stereo not drawn)
→ -10, 0.7, 3, -1, 15, 12, -4, 1, 1.2

Further compounds follow:
Below each compound – D2 antagonist, TRHR ag, D1 antagonist, D1 potentiator, D2 PAM, TRHR PAM, RXFP1 antag, D1 ag, D2 agonist
> CCc1nn(CC(=O)N2CC(C)CC(C)C2)c(=O)c2cccn12 (stereo not drawn)
→ -1, 0.9, 10, 0, -1, 1, 6, 3, 0.1
> COc1ccccc1/C=C/C=N/n1c(-c2n[nH]c3c2CCC3)n[nH]c1=S
→ 2, 0.5, 4, -14, -5, 0, -8, 4, 1.5
> O=C1c2ccccc2C(=O)N1CC#CCN1CCN(C(c2ccccc2)c2ccccc2)CC1
→ -5, 0.3, 23, 3, -12, -3, -11, 0, -0.3
> CCOc1ccc(C(=O)NC2CC3CCCC(C2)N3Cc2ccccc2)cc1 (stereo not drawn)
→ ., 0.5, -16, -14, ., 21, -6, 5, .
> COc1cc(OC)c(OC)cc1CN1CCN(C(=O)CC(C)C)CC1
→ 1, 0.2, 9, -4, -1, 3, -14, 0, -0.2
> Cc1ccc(-n2nc3c(c2NC(=O)CC(C)C)CS(=O)(=O)C3)c(C)c1
→ 8, 0.4, 11, -10, -10, -3, 2, 1, 0.3
> COc1ccc(Cl)cc1NC(=O)CN(C)CC(=O)NCc1cccs1
→ 26, -0.5, -17, -5, -3, -5, 1, 0, 0.1
> CCN(CC)C(=O)C1=C(C)Nc2nc3ccccc3n2C1c1cccc(OC)c1 (stereo not drawn)
→ -6, 0.1&-0.5, -9&3, 0&2, 11&-4, -19&-5, 4, -1&4, 0.3&0.2
> Cc1ccc(NC(=O)CCC(=O)OCC(=O)c2ccc(Oc3ccc([N+](=O)[O-])cc3)cc2)cc1
→ -1, -0.7, -10, -10, 0, -1, 5, 4, 0.2
> CCNC(=O)c1c(NC(=O)Cc2coc3cc(C)ccc23)sc2c1CCCC2
→ ., 0.3, -2, -1, ., 0, -30, 5, -1.2
> COc1ccc2c(c1)CCc1c(C(=O)NCCN3CCOCC3)noc1-2
→ 9, 0.2, 12, -1, -8, -3, 0, 2, 0.6

Some of the entries above in a different format.
Compound,D2 antagonist,TRHR ag,D1 antagonist,D1 potentiator,D2 PAM,TRHR PAM,RXFP1 antag,D1 ag,D2 agonist
CCN(CC)C(=O)C1=C(C)Nc2nc3ccccc3n2C1c1cccc(OC)c1 (stereo not drawn),-6,0.1&-0.5,-9&3,0&2,11&-4,-19&-5,4,-1&4,0.3&0.2
COc1cc(OC)c(OC)cc1CN1CCN(C(=O)CC(C)C)CC1,1,0.2,9,-4,-1,3,-14,0,-0.2

Taken from above.
`CCC(=O)N(CCCN(C)C)c1nc(-c2cc(OC)ccc2OC)cs1` in TRHR ag → -0.5
`COc1ccccc1CNC(=O)C1CC(c2ccccc2F)=NO1` (stereo not drawn) in D2 agonist → -0.1
`NC12CCc3c(no[n+]3[O-])C1(O)CC(c1ccccc1)=[N+]2[O-]` (stereo not drawn) in D1 antagonist → 4
